V-ATPase pH = regulators of yeast V-ATPase proton pumping, primary screen, pHLuorin cytosolic pH fluorescence. S. cerevisiae. response, % at 10 µM. 350,000 tested, 0.37% active; in the data active = response mostly above about 7.3%, no sharp cut-off; inactive = mostly below about 5.4%; note: actives read high; inactives centre near 0; some compounds called inactive have numbers as strong as hits; reference of the scale not given here
Numbers without * were called inactive. This is a subset (hit frequency here may not be typical).

SMILES	V-ATPase pH
CCC(C)NC(=O)c1cn(CC)c2cc(N3CCN(C)CC3)c(F)cc2c1=O (configuration not stated)	-5
CCOC(=O)CCCCCC(=O)Nc1ccc2c(c1)C(=O)N([C@H](C)CO)C[C@@H](C)[C@@H](CN(C)C(=O)CCC(F)(F)F)OCCCC[C@H](C)O2	2
Cc1ccc(S(=O)(=O)NN=C2CC(C)(C)CC(=O)C2(C)C)cc1	0
Cc1ccn(CC(=O)NC2CCCN(Cc3ccccc3F)C2)n1 (configuration not stated)	-5
COc1cccc(CCNC(=O)c2cc(COc3cccc(OC)c3)on2)c1	-3
C#CCN(C[C@H]1[C@H](OC(=O)NCc2ccccc2)[C@H](OC(=O)NCc2ccccc2)C[C@H]2C(=O)N(c3ccccc3)C(=O)[C@@H]12)S(=O)(=O)c1ccc(C)cc1	-2
CC1CN(C(=O)COC(=O)c2cc(=O)[nH]c3ccccc23)CC(C)O1 (configuration not stated)	-1
C=C(C)CN1C(=O)C2(OCCO2)c2cc(Br)ccc21	5
CCN(c1ccccc1)S(=O)(=O)c1ccc(OC)c(NC(=O)c2ccco2)c1	-1
N#CC(C#N)=Cc1c[nH]c(=O)c(C#N)c1Nc1ccccc1	-30
N=c1ccn(Cc2cccc(F)c2)cc1	-1
COc1ccc(C(=O)NCCCc2ccccc2)cc1	-2
Cc1onc(-c2ccccc2)c1-c1nnc(COC(=O)c2ccc(N(C)C)cc2)o1	0
C[C@@H]1CN([C@@H](C)CO)C(=O)CCCn2nncc2CO[C@H]1CN(C)S(=O)(=O)c1cccc(C#N)c1	1
COCc1cc(=O)[nH]c(/N=C(\N)Nc2c(F)cccc2F)n1	0
CC1CN(C(=O)COC(=O)c2cncc(Br)c2)CC(C)O1 (configuration not stated)	0
CC1CCCCN1CCCNC(=O)c1ccc2c(c1)NC(=O)CN2C (configuration not stated)	-4
O=C(C=Cc1ccc2c(c1)OCO2)C1CC1	-1
CC(=O)c1c(C)[nH]c(C(=O)OC(C)C(=O)NC2CCCCC2)c1C (configuration not stated)	-1
COc1ccc(S(=O)(=O)N(C)C[C@@H]2OCc3cnnn3CCCC(=O)N([C@H](C)CO)C[C@@H]2C)cc1	-1

16 compounds out of the list, sorted by SMILES length, highest first:
SMILES	V-ATPase pH
C#CCN(C[C@H]1[C@H](OC(=O)NCc2ccccc2)[C@H](OC(=O)NCc2ccccc2)C[C@H]2C(=O)N(c3ccccc3)C(=O)[C@@H]12)S(=O)(=O)c1ccc(C)cc1	-2
CCOC(=O)CCCCCC(=O)Nc1ccc2c(c1)C(=O)N([C@H](C)CO)C[C@@H](C)[C@@H](CN(C)C(=O)CCC(F)(F)F)OCCCC[C@H](C)O2	2
COc1ccc(S(=O)(=O)N(C)C[C@@H]2OCc3cnnn3CCCC(=O)N([C@H](C)CO)C[C@@H]2C)cc1	-1
CCC(C)NC(=O)c1cn(CC)c2cc(N3CCN(C)CC3)c(F)cc2c1=O (configuration not stated)	-5
CC1CN(C(=O)COC(=O)c2cc(=O)[nH]c3ccccc23)CC(C)O1 (configuration not stated)	-1
CC(=O)c1c(C)[nH]c(C(=O)OC(C)C(=O)NC2CCCCC2)c1C (configuration not stated)	-1
COc1cccc(CCNC(=O)c2cc(COc3cccc(OC)c3)on2)c1	-3
COCc1cc(=O)[nH]c(/N=C(\N)Nc2c(F)cccc2F)n1	0
N#CC(C#N)=Cc1c[nH]c(=O)c(C#N)c1Nc1ccccc1	-30
CC1CCCCN1CCCNC(=O)c1ccc2c(c1)NC(=O)CN2C (configuration not stated)	-4
CC1CN(C(=O)COC(=O)c2cncc(Br)c2)CC(C)O1 (configuration not stated)	0
Cc1ccn(CC(=O)NC2CCCN(Cc3ccccc3F)C2)n1 (configuration not stated)	-5
C=C(C)CN1C(=O)C2(OCCO2)c2cc(Br)ccc21	5
COc1ccc(C(=O)NCCCc2ccccc2)cc1	-2
O=C(C=Cc1ccc2c(c1)OCO2)C1CC1	-1
N=c1ccn(Cc2cccc(F)c2)cc1	-1

(list continues)
SMILES	V-ATPase pH
COCCCNC1=C(C#N)C(=O)NC(c2cccc([N+](=O)[O-])c2)S1 (configuration not stated)	3
Cc1cc(C)cc(N2C(=O)CC(Cn3nc(C)cc3C)C2=O)c1 (configuration not stated)	3
O=C(NN=C1CCCC1)c1[nH]c2ccc(Br)cc2c1-c1ccccc1	-1
Cc1nn2c(N3CCCC3)c3c(nc2c1-c1ccccc1)CCC3	0
CC1=C(C(=O)N(C)C)CC(CC(=O)NCCc2ccccn2)C(=O)N1CCC1=CCCCC1 (configuration not stated)	0
C[C@H]1CN([C@@H](C)CO)C(=O)c2cc(Br)cnc2O[C@H]1CN(C)C(=O)c1ccccn1	0
COc1ccc(-c2c(C(F)(F)F)nn(C)c2NC(=O)CSCC(=O)O)cc1	-1
CCCC1NC(=O)c2cc3ccccc3cc2-n2c1nc1cc(Cl)ccc1c2=O (configuration not stated)	0
COc1ccc(-c2ccc(/C=N/NC(=O)Cc3nnc(N)s3)o2)cc1Cl	-2
Cc1ccc(C(=O)NCc2ccc3c(c2)OCO3)c(Cl)c1	0
CN[C@H](C)C(=O)NC[C@H]1O[C@@H](n2ccc(N)nc2=O)[C@H](O)[C@@H]1O	2
O=c1[nH]cc(S(=O)(=O)N2CCN(c3ccc(F)cc3)CC2)c(=O)[nH]1	-2
CC(=O)C1=C(C)OC2(O)c3ccccc3C(=O)C12O (configuration not stated)	-6
COc1ccc(Cl)cc1C(=O)NC1CC(C)(C)NC(C)(C)C1	4
O=C(O)C(=Cc1ccc([N+](=O)[O-])cc1)c1cccc(Cl)c1	-28
Cc1ccc(C(C#N)=Cc2ccc3c(c2)OCO3)cc1	1
COc1ccccc1CN1CC(C(=O)NCCCCc2ccccn2)CCC1=O (configuration not stated)	-2
O=C1NC(Cc2ccccc2)c2nc3cc(Cl)ccc3c(=O)n2-c2ncccc21 (configuration not stated)	-2
CSCCC(NC(=O)c1ccccc1Cl)C(=O)NCCOc1ccc(C)cc1 (configuration not stated)	4
O=C(O)c1ccccc1Cc1ccc(F)c2ccccc12	0
O=C(NNC(=O)c1ccco1)c1ccco1	1
O=C(N/C(=C/c1cccc(Br)c1)C(=O)N1CCCCC1)c1ccco1	1
OCC1OC(c2ccc(OCc3ccccc3)cc2OCc2ccccc2)C(O)C1O (configuration not stated)	-1
C[C@@H]1CN([C@H](C)CO)C(=O)c2cc(C#CC3CC3)cnc2O[C@H]1CN(C)S(C)(=O)=O	-2
CCCCn1c(N)c(N(Cc2ccccc2OC)C(=O)C(C)Oc2cccc(Cl)c2)c(=O)[nH]c1=O (configuration not stated)	4
Cc1ccc(S(=O)(=O)CCSc2ccc(C(F)(F)F)cn2)cc1	6
CCOc1ccc(NC(=O)c2cccc(S(=O)(=O)NCc3cccnc3)c2)cc1	0
COc1ccc([C@H]2C[C@@H](n3cc(COC(=O)c4ccccc4)nn3)[C@H](O)CN2C(=O)c2cccs2)cc1	-1
Cn1cnnc1SCC(=O)N1CCc2ccccc2C1	2
O=C(Nc1ccccc1)C1=C(Nc2ccccc2)CSC1	-1
CCOc1ccccc1NC(=O)CN(c1ccc(OC)c(OC)c1)S(=O)(=O)c1ccc(C)cc1	1
CN(C(=O)CCN1C(=O)/C(=C/c2ccc(F)cc2)SC1=S)C1CCS(=O)(=O)C1 (configuration not stated)	-3
CC1=NNC(=O)C1CC(=O)N/N=C/c1ccc(C)o1 (configuration not stated)	7
Cc1ccc(OCCSc2nc3ccccc3n2CCC(=O)O)c(C(C)C)c1	-2
CCOC(=O)N(C)C[C@@H]1OCc2cnnn2CCCC(=O)N([C@H](C)CO)C[C@@H]1C	4
CCCC(=O)NC(=S)Nc1ccc(S(=O)(=O)N2CCc3ccccc32)cc1	8
O=C(Nc1ccn(CCCNC2CCN(Cc3ccccc3)CC2)c(=O)n1)OCc1ccccc1	1
CCOC(=O)CCC1(C(=O)OC)C(=O)CCCCCC=C1C(=O)OC (configuration not stated)	-2
CCN(CC)C(=O)c1ncn2c1c(=O)[nH]c1ccccc12	0
CN(C)c1cc(-c2ccc(C#N)cc2)oc(=O)c1Cl	-3
CNNC(=S)Nc1cccc(C(F)(F)F)c1	5
COc1ccc(S(=O)(=O)N2CCCCCC2)cc1NC(=O)Cc1cccc(C(F)(F)F)c1	1
O=C(c1cccc(Br)c1)N1CCN(c2ccccn2)CC1	6
Cc1cc(NC(=O)COC(=O)c2ccc(Cl)cc2)no1	4
CC(=O)N1N=C2c3ccccc3CCC2C1c1cccs1 (configuration not stated)	0
COC(=O)c1c(C)nn(-c2ccc(OC(F)(F)F)cc2)c1-c1snnc1C	1
C[C@@H]1CN([C@@H](C)CO)C(=O)CCCn2nncc2CO[C@@H]1CN(C)S(=O)(=O)c1ccc(F)cc1	-1
C[C@H](CO)N1C[C@H](C)[C@H](CN(C)S(=O)(=O)c2ccc(-n3cccn3)cc2)OCc2cnnn2CCCC1=O	-5
C[C@@H]1Cn2cnc(C(=O)N[C@@H](Cc3c[nH]c4ccccc34)C(=O)OC(C)(C)C)c2C(=O)N1	-1
CCN(CC)CCSc1nnc2c3cc(C)ccc3n(Cc3ccccc3)c2n1	0
CN(CC1CCCN(CCc2ccccc2F)C1)C(=O)c1cc2ccccc2o1 (configuration not stated)	-3
CC1=C(C(=O)N(C)C)CC(CC(=O)NCCCN(C)C)C(=O)N1Cc1ccc(C(C)(C)C)cc1 (configuration not stated)	1
Cc1ccc(S(=O)(=O)Nc2ccc3c(c2)C(=O)N([C@@H](C)CO)C[C@@H](C)[C@@H](CN(C)CC2CC2)OCCCC[C@@H](C)O3)cc1	2
CC(=O)N1CCN(S(=O)(=O)c2cccc(C(=O)N3CCN(S(=O)(=O)c4c(C)c(C)cc(C)c4C)CC3)c2)CC1	-1
O=C(CSc1ccccn1)Nc1ccc2c(c1)OCO2	-1
CCCC#Cc1cnc2c(c1)C(=O)N([C@H](C)CO)C[C@@H](C)[C@H](CN(C)S(=O)(=O)c1cccc(OC)c1)O2	1
Nc1ccn(CCCNC2CCN(Cc3ccccc3)CC2)c(=O)n1	2
CC(=O)N/N=C(\N)c1nonc1N	5
COCCn1c(=S)[nH]c2cc(C(=O)NCc3ccccc3)ccc2c1=O	0
COc1ccccc1C#Cc1cnc2c(c1)C(=O)N([C@H](C)CO)C[C@H](C)[C@@H](CN(C)S(=O)(=O)c1cn(C)cn1)O2	2

Continued (two carried over from the part before).
SMILES	V-ATPase pH
COCCn1c(=S)[nH]c2cc(C(=O)NCc3ccccc3)ccc2c1=O	0
COc1ccccc1C#Cc1cnc2c(c1)C(=O)N([C@H](C)CO)C[C@H](C)[C@@H](CN(C)S(=O)(=O)c1cn(C)cn1)O2	2
Cc1ccc([C@H]2C[C@H](n3cc(COC(=O)c4ccccc4)nn3)[C@@H](O)CN2CC2CCCCC2)cc1	0
CNC(=S)/N=C(\Nc1ccc(C)cc1)c1ccccc1	3
CC(C)(CNC(=O)c1cccc(S(=O)(=O)N2CCCCC2)c1)N1CCOCC1	0
CC1NC(=O)c2cccnc2-n2c1nc1cc(F)c(F)cc1c2=O (configuration not stated)	0
Fc1ccc(C2=CC(c3ccco3)n3nnnc3N2)cc1 (configuration not stated)	-2
S=C(c1ccc(-c2ccc(Cl)cc2Cl)o1)N1CCCC1	1
CCCCCCN1C[C@@H](O)[C@H](n2cc(COC(=O)c3ccccc3)nn2)C[C@@H]1c1ccccc1	-2
COc1cc(OC)cc(C(=O)OCC(=O)NC2CCCCCCC2)c1	0
CCOc1ccc2oc(C(=O)Nc3ccc(C)cn3)c(C)c2c1	-1
COc1cccc(C(=O)NCC2CCCN(C(=O)Cc3cccc(C)c3)C2)c1OC (configuration not stated)	-2
CC1(C)C(C(N)=O)C(=O)NC(=O)C1C(N)=O (configuration not stated)	-2
CCNc1nc(NCC)nc(N/N=C/c2ccc(OC)cc2)n1	1
CN(C(=O)COC(=O)c1cccc(S(=O)(=O)N2CCCCCC2)c1)c1ccccc1	-2
O=[N+]([O-])c1ccc(-c2ccc(/C=N/O)o2)cc1	2
C[C@@H]1CN([C@@H](C)CO)C(=O)c2cc(C#Cc3ccccc3)cnc2O[C@@H]1CN(C)Cc1ccccn1	1
Cc1ccc2cccc(OCc3ccccc3)c2n1	-1
CCNC(=O)Nc1cc(S(=O)(=O)N2CCOCC2)ccc1N1CCCCC1	-1
Cc1ccnc(SC2CC(=O)N(c3ccccc3)C2=O)n1 (configuration not stated)	-4
Cc1ccccc1CSc1nnc(-c2ccccn2)n1C	3
Cc1nc2nc(SCc3nc4ccccc4[nH]3)[nH]c2cc1Br	5
C[C@@H]1CN([C@H](C)CO)C(=O)c2cc(NC(=O)Nc3ccc(F)cc3)ccc2O[C@@H](C)CCCCO[C@H]1CN(C)Cc1ccc(C(=O)O)cc1	2
C[C@@H]1CN([C@@H](C)CO)C(=O)c2cc(Br)cnc2O[C@@H]1CN(C)Cc1cncnc1	-2
Cc1nn(C)cc1/C=N/NC(=O)Cn1cncn1	-3
Cc1noc(C)c1S(=O)(=O)N(C)C[C@H]1OCc2cnnn2CCCC(=O)N([C@H](C)CO)C[C@H]1C	-2
N#Cc1ccccc1N/C=C/C(=O)c1ccc(Cl)cc1	0
COc1cc2c(c(Br)c1N)-c1cc(Br)c(N)cc1C2=O	3
Cc1ccc([C@H]2C[C@@H](n3cc(COC(=O)c4ccccc4)nn3)[C@H](O)CN2C(=O)C2CCCCC2)cc1	1
O=C1OC(c2ccccc2)(c2ccccc2)c2ccsc21	0
COc1ccc(S(=O)(=O)NCC(=O)NCCc2ccc(OC)c(OC)c2)cc1	0
NC(N)=N/N=C/c1ccc(Cl)c(Cl)c1	2
CC1(C)CC(Cc2cccc(C(F)(F)F)c2)N(C(=O)OC(C)(C)C)C1 (configuration not stated)	2
O=C(O)C(=Cc1ccccc1[N+](=O)[O-])c1ccc2c(c1)OCO2	-4
CC1(C)CC(=O)C=C(c2ccc(-c3cccc4c3sc3ccccc34)cc2)C1=O	-1
CCCCCC(=O)N1C[C@H](n2cc(C3CC3)nn2)[C@@H](O)C[C@@H]1c1ccccc1	3
COc1cccc(/C=N/NC(=O)Cn2cnc3c2c(=O)n(C)c(=O)n3C)c1	-3
O=C(Nc1ccn(CCCN2CCN(c3ccccc3)CC2)c(=O)n1)OCc1ccccc1	-1
COc1ccc(NC(=O)C2CCN(S(=O)(=O)c3ccc(Cl)c(C(F)(F)F)c3)CC2)cn1	-1
COc1cccc(-c2cc3nc(C)c(C)c(N4CCN(C(=O)c5ccoc5)CC4)n3n2)c1	3
O=C(Nc1ncccn1)C12CC3CC(CC(C3)C1)C2	-4
